Assay outcomes as filed in PubChem BioAssay.
GCN5L2 inh: GCN5L2 (KAT2A) acetyltransferase inhibition; Potency, µM (doses to about 58.9 µM), without a hit: at the highest dose activity change, negative = inhibition, usual class: inhibitors; Q92830; AID 504327; actives 0.21% (n = 390,000); GCN5L2 HAT assay, ThioGlo1 CoA-SH fluorescence
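ThioGlo1-coupled HAT assay: 20nM GCN5L2, 70uM acetyl-CoA, 75uM H3(1-25) peptide, pH 7.5. Fluorescence read at 340/540nm at start and after 20 min at room temperature.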
FEN1 inhibitor: blocks human flap endonuclease 1; Potency, µM (series often up to 114 µM), for inactives: at the top dose activity change, negative = inhibition, actives largely listed as inhibitors; actives 0.35% (n = 390,000); Recombinant FEN1 flap cleavage, fluorescence, 15 min; AID 588795; further: nearly all actives have a fitted effect of over 65% in size
Target sequence (P39748 whole entry, looked up): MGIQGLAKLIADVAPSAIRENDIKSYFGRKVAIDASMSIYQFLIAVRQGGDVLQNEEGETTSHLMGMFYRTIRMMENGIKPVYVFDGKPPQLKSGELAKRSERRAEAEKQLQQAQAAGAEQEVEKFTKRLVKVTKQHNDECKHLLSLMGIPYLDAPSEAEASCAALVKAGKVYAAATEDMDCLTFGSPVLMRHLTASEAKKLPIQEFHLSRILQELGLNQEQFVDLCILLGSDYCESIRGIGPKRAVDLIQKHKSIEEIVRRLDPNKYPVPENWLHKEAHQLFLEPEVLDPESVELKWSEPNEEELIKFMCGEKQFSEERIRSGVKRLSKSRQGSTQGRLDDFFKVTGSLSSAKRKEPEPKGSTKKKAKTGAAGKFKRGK
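Quantitative HTS format: each compound was titrated, incubated with 10 nM nuclease for 15 min at room temperature, then challenged with flap substrate at 50 nM final. Signal change over 15 min gave concentration–effect curves.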
TDP1 cell CPT: growth inhibition of DT40 Tdp1-/-;hTDP1 cells with camptothecin (screen for TDP1 inhibitors) | chicken DT40 Tdp1-/-;hTDP1 cells + 20 nM CPT, ATP luminescence, 48 h | Potency, µM (top dose mostly 46.2 µM), inactives show top-dose activity change, negative = growth inhibition, actives largely listed as inhibitors | actives 12% (n = 420,000) | AID 686979; further: nearly all actives have a fitted effect of over 55% in size
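Chicken DT40 Tdp1-/- cells stably complemented with human TDP1 were seeded at 400 cells/well in medium containing 20 nM camptothecin, exposed to pin-transferred compounds, and grown at 37 °C for at least 48 hr. Viability was read as ATP luminescence.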
The depositor's hits bear a star; ? = inconclusive; / = not tested or not shown; & = joins results of further samples; ! = not active in a repeat; [ ] = dose if it differs, or a comment. The call rests on the fitted dose curve; in most records, active means well fitted curve in the direction sought with a large enough effect; inconclusive means small, poorly fitted or top-dose-only effect, or another doubt; inactive means no such curve, though single readings can be large; an effect the other way counts as inactive or inconclusive. On the % scale 0 is the no-effect control and ±100 the full control effect; potency means the concentration at half of the fitted maximal effect. An excerpt, so the mix of outcomes need not match the whole.

SMILES | GCN5L2 inh | FEN1 inhibitor | TDP1 cell CPT
C[C@]12CCC3C(CC[C@H]4C[C@@H](O)CC[C@]34C)C1C[C@@H](O)[C@]2(C)O (some centres undefined) | -2% | 0% | 6%
Clc1ccccc1CN1CCN(c2ccccc2)CC1 | -8% | ? | -20%
O=c1[nH]c(=S)n(-c2ccccc2)c(O)c1/C=N/N1CCCCC1c1cccnc1 (centres undefined) | -18% | -8% | 11%
CC12CCCCC1N(O)CN2O (centres undefined) | 0% | -3% | 2%
c1cc2c(cc1CCNC1CCCCCC1)OCO2 | 5% | -3% | -20%
COc1ccc2cc1Oc1ccc(cc1)C[C@H]1c3cc(c(OC)cc3CCN1C)Oc1c(O)c(OC)cc3c1[C@H](C2)N(C)CC3 | 2% | ? | 8.2µM*
OC[C@H]1O[C@@H](n2cnc3cc(Cl)c(Cl)cc32)[C@H](O)[C@@H]1O | -2% | 0% | ?
O=C(NC(=S)N1C[C@H]2C[C@H](C1)c1cccc(=O)n1C2)c1ccc(Cl)cc1 | -3% | 3% | 1%
COc1ccc(OCC(=O)Nc2ccc(Cl)cc2C(=O)c2ccccc2)cc1 | -4% | -7% | -21%
COc1cc(C(=O)Nc2ccc(Br)cc2C(=O)c2ccccc2Cl)cc(OC)c1OC | 4% | 1% | ?
Cc1ccc(-n2c(O)c(C=NCCC3=CCCCC3)c(=O)[nH]c2=O)cc1 | -2% | 12% | -1%
CC(=O)OC1CCC2(C)C(CCC3C4CC(N5CC5)C(C(C)=O)C4(C)CC(=O)C32)C1 (centres undefined) | / | -4% | 12µM*
CCCS(=O)(=O)N1CCCC(C(=O)N2CCC3(CC2)OCCO3)C1 (centres undefined) | 6% | -2% | -12%
COc1ccc(CNC(C)Cc2cccs2)cc1 (centres undefined) | -7% | -8% | 4%
CCC(C)N1C(=O)/C(=C/c2ccc3c(c2)CCN3CCCCl)C(=O)NC1=S (centres undefined) | 2% | -10% | ?
CC(C)(C)NC[C@@H](O)COc1cccc2[nH]c(C#N)cc12 | -18% | / | 23%
O=C1CCN(C(=O)Cc2ccccc2[N+](=O)[O-])CC1 | -4% | 1% | -20%
COP(=O)(OC)Oc1ccc(C(O)C(Cl)(Cl)Cl)cc1 (centres undefined) | 0% | 4% | 17%
C=CCn1c(O)c(C(C)=NCCCn2ccnc2)c(=O)[nH]c1=O | 0% | -8% | 2%
C#C[C@@]1(O)CCC2C3CCC4=C/C(=N/OCC(=O)NC(CCC(N)=O)C(=O)O)CC[C@]4(C)C3CC[C@@]21C (some centres undefined) | -1% | 0% | -4%
CN(Cc1ccccc1)C(=C(Cl)Cl)/C(=C1/NCCN1Cc1ccc(Cl)nc1)[N+](=O)[O-] | -4% | -1% | ?
Cn1c(O)c(C=NC2CCCCC2)c(=O)[nH]c1=S | -7% | 3% | 2%
CN1CCN(c2nc(Cl)ncc2F)CC1 | -3% | -7% | 0%
N#Cc1cc2c(nc1SCC(=O)Nc1ccc(C(F)(F)F)cc1)C1CCN2CC1 | -2% | -4% | 13µM*
C[C@]12CCC3C(CC[C@]4(O)C[C@@H](O)CC[C@]34C=O)[C@@]1(O)CC[C@@H]2C1=CC(=O)OC1 (some centres undefined) | -10% | / | 9.4µM*

Part of the list above, in CSV form.
SMILES,GCN5L2 inh,FEN1 inhibitor,TDP1 cell CPT
N#Cc1cc2c(nc1SCC(=O)Nc1ccc(C(F)(F)F)cc1)C1CCN2CC1,-2%,-4%,13µM*
C#C[C@@]1(O)CCC2C3CCC4=C/C(=N/OCC(=O)NC(CCC(N)=O)C(=O)O)CC[C@]4(C)C3CC[C@@]21C (some centres undefined),-1%,0%,-4%

More results
SMILES | GCN5L2 inh | FEN1 inhibitor | TDP1 cell CPT
Cc1cc(NC(=O)CCl)no1 | -3% | -2% | 13µM*
O=C(c1ccc(Cl)cc1)c1cn(Cc2ccccc2)c2cc3c(cc2c1=O)OCCO3 | -7% | -8% | ?
CC(Cc1ccccc1)NC(=O)/C=C/C(=O)O (centres undefined) | 0% | 10% | 11%
O=c1[nH]c(=O)n(Cc2ccccc2)c(O)c1/C=N/NCCO | -6% | -9% | 8%
O=C1N[C@@H](Cc2ccccc2)C(=O)N2[C@H]3Nc4ccccc4[C@@]3([C@]34C[C@H]5C(=O)N[C@@H](Cc6ccccc6)C(=O)N5[C@H]3Nc3ccccc34)C[C@@H]12 | / | 5% | ?
Cc1ccc(OCC(=O)N2CCN(CCc3ccncc3)CC2)cc1 | -9% | -2% | -18%
COC(=O)C12CCc3c(ccc4cc(OC)ccc34)C1=CC(=O)C2 (centres undefined) | / | -7% | -15%
NCC(N)C(=O)c1ccccc1 (centres undefined) | -4% | / | -6%
O=C1NC(=O)N(Cc2ccccc2Cl)C(=O)/C1=C/N1CCOCC1 | -2% | -19% | -11%
COc1cccc(N2CCN(C(=O)C3CCN(S(=O)(=O)c4ccc5c(c4)oc(=O)n5C)CC3)CC2)c1 | -7%&5% | 11%&0% | 16µM*
CC1CN1P1(=O)OCC(C)([N+](=O)[O-])CO1 (centres undefined) | / | 2% | ?
N#CCCn1cc(C(=O)Nc2ccc(F)cc2)c(-c2ccccc2)n1 | -1% | 7% | -8%
Cc1cc(=O)[nH]c(CCl)n1 | 24% | 0% | ?
CC(C)c1cc(Br)c(NC(=O)Nc2cccnc2)c(Br)c1 | -1% | -15% | -3%
COc1ccc(CN2CCN(C(=O)Cn3c(=O)oc4cc(Cl)ccc43)CC2)c(OC)c1OC | -3% | 7% | 10µM*
CSCC[C@H](NC(=O)[C@H](Cc1ccccc1)NC(=O)CNC(=O)CNC(=O)[C@@H](N)Cc1ccc(O)cc1)C(=O)O | 6% | / | 0%[4.12 µM]
CCc1cc(=O)[nH]c(SCCCF)n1 | -10% | -10% | 0%
CN1C(=O)c2ccccc2Sc2ccc(NC(=O)NCc3ccc(Cl)cc3)cc21 | -3% | 1% | 23µM*
CCN(CC)C(=O)c1ccc(NC(=O)c2cc(S(=O)(=O)N3CCCCCC3)ccc2OC)cc1 | -1% | 0% | -30%
COC(=O)C1=C(c2c(C)noc2C)C[C@@H]2CC[C@H]1N2C(=O)NCCCOC(C)C | 0% | -12% | 3%
COc1ccccc1CC1C(=O)C2CCN1CC2 (centres undefined) | -5% | 1% | 2%
CN(C)C1C(=O)C(C(N)=O)=C(O)[C@@]2(O)C(=O)C3=C(O)c4c(O)ccc(Cl)c4[C@](C)(O)C3CC12 (some centres undefined) | -26% | / | 16µM*
O=c1cccc2n1CC1CC2CN(CC(O)CN2CC3CC(C2)c2cccc(=O)n2C3)C1 (centres undefined) | -4% | -11% | 3%
Cc1cc(/C=C2\C(=O)NC(=O)N(c3ccccc3)C2=O)c(C)n1-c1ccc(C(=O)O)c(Cl)c1 | -13% | -6% | -1%
CC(O)(CS(=O)(=O)c1ccccc1)C(=O)Nc1ccc(C(F)(F)F)cc1 (centres undefined) | -10% | 9% | -30%
(next part)
SMILES | GCN5L2 inh | FEN1 inhibitor | TDP1 cell CPT
COC/C=C1\CN2C3C[C@@H]1[C@H]1COC4=Nc5cc(OC)c(OC)c(OC)c5[C@@]43C[C@@H]12 | / | 17% | 8%
O=C(NC(=O)c1c(F)cccc1F)Nc1ccc(Cl)c(Oc2ncc(C(F)(F)F)cc2Cl)c1 | 1% | / | 10%
C=CCn1c(O)c(/C=N/N2CCCCC2)c(=O)[nH]c1=O | -2% | 3% | 2%
COc1ccc(-c2nn(CCC#N)cc2C(=O)NCc2ccccc2)cc1[N+](=O)[O-] | -1% | 1% | 1%
N#Cc1ccc(CN2CCCC3(CCN(C(=O)Oc4ccccc4)CC3)C2)cc1 | 3% | / | -15%
CC12CCC3C(CC=C4CC(O)CCC43C)C1C/C(=C\c1cccc(F)c1)C2=O (centres undefined) | -1% | 9% | ?
C=Cn1ccnc1P(=S)(c1ccc(N(C)C)cc1)c1nccn1C=C | -1% | 12% | -1%
Cn1ncnc2c(=O)n(C)c(=O)nc1-2 | -2% | 13% | 0.21µM*
COc1cc2c3cc1Oc1c(OC)c(OC)cc4c1C(Cc1cccc(c1)Oc1ccc(c(O)c1)CC3N(C)CC2)N(C)CC4 (centres undefined) | ? | / | 2%
C=C(C)[C@H]1CN[C@H](C(=O)O)[C@H]1CC(=O)O | 32µM*! | -12% | ?
Cn1c(O)c(C=NCCCC(=O)O)c(=O)n(C)c1=O | 31%[activator] | -13% | 3%
CC(C)CCOP(=O)(c1ccc(N(C)C)cc1)C(O)c1c(Cl)cccc1Cl (centres undefined) | 1% | -2% | ?
COC(=O)[C@@]1(C#N)[C@@H]2C=CC(C(C)=O)=CN2[C@@H](C(N)=O)[C@@H]1c1ccc(F)cc1 | 3% | -3% | 1%
CCOP(=O)(OCC)C(c1ccccc1)N(C)C=O (centres undefined) | -5% | 2% | 0%
Clc1ccccc1CN1CCNCC1 | -9% | -4% | -2%
CC(=O)Nc1ccc(C2CN(C)CC2C(=O)c2ccc(Cl)cc2)cc1 (centres undefined) | -2% | -2% | 3%
Cc1oc2ccc(OC(=O)N3CCOCC3)cc2c1C(=O)OC(C)C | -1% | -9% | ?
COc1ccc2[nH]c3c(c2c1)CCN[C@H]3C | 5% | -17% | 5%
COc1ccc(-c2nn3c(=O)cc(CN4CCN(S(=O)(=O)c5ccc(C)cc5)CC4)nc3s2)cc1 | -20% | 1% | 21µM*
C[C@]12CC[C@@H]3c4ccc(O)cc4C[C@@H](CCCCCCCCCS(=O)CCCC(F)(F)C(F)(F)F)[C@H]3[C@@H]1CC[C@@H]2O (some centres undefined) | -13% | / | -40%
Cc1ccc(NC(=O)CN2C(=O)CN=C(c3ccccc3)c3cc(Cl)ccc32)cc1 | -15% | -6% | ?
CCc1ccc(N2C(=O)NC(=O)/C(=C\C=C\c3ccco3)C2=O)cc1 | -13% | 22µM* | 3.7µM*
CCCNS(=O)(=O)c1ccc(OCC(=O)N2CCN(C)CC2)cc1 | 1% | -4% | -15%
COc1ccc(NC(=O)c2ccco2)cc1NC(=O)COc1cc(C)cc(C)c1 | -2% | 14% | 8.2µM*
Cc1cc(OC(C)C(=O)NCc2cccnc2)c2c3c(c(=O)oc2c1)CCC3 (centres undefined) | -3% | -17% | -9%

A draw from above in order of heavy-atom count, smallest number first:
SMILES | GCN5L2 inh | FEN1 inhibitor | TDP1 cell CPT
Cn1ncnc2c(=O)n(C)c(=O)nc1-2 | -2% | 13% | 0.21µM*
COc1ccc2[nH]c3c(c2c1)CCN[C@H]3C | 5% | -17% | 5%
C=Cn1ccnc1P(=S)(c1ccc(N(C)C)cc1)c1nccn1C=C | -1% | 12% | -1%
CC12CCC3C(CC=C4CC(O)CCC43C)C1C/C(=C\c1cccc(F)c1)C2=O (centres undefined) | -1% | 9% | ?
COc1ccc(-c2nn(CCC#N)cc2C(=O)NCc2ccccc2)cc1[N+](=O)[O-] | -1% | 1% | 1%
COc1ccc(-c2nn3c(=O)cc(CN4CCN(S(=O)(=O)c5ccc(C)cc5)CC4)nc3s2)cc1 | -20% | 1% | 21µM*
COc1cc2c3cc1Oc1c(OC)c(OC)cc4c1C(Cc1cccc(c1)Oc1ccc(c(O)c1)CC3N(C)CC2)N(C)CC4 (centres undefined) | ? | / | 2%

More structures follow:
SMILES | GCN5L2 inh | FEN1 inhibitor | TDP1 cell CPT
CCOP(=O)(OCC)C(NC(=O)c1ccc(OC)cc1)C(Cl)(Cl)Cl (centres undefined) | -4% | 0% | -22%
CCCCSP1(=S)NCCCN1 | 0% | -7% | -26%
O=C(C(=O)N1CCOCC1)c1cn(Cc2ccccc2)c2ccccc12 | -8% | 4% | 2%
[N-]=[N+]=NCCN1CCC(O)CCC1=O (centres undefined) | -7% | 18%&-5% | 23%&-23%
COc1ccc(OCC(=O)N2CCN(C(C)C)CC2)cc1 | -8% | 1% | -3%
Cc1ccc(Cl)c(O)c1 | -26% | / | -13%
O=C1NC(=O)C(C(CC(=O)c2ccccc2)c2ccccc2)C(=O)N1 (centres undefined) | 3% | 5% | 7%
CC1CN(CCc2ccccc2)CC(C)O1 (centres undefined) | ? | -4% | -3%

In the list so far, these contain two or more sulfur atoms:
SMILES | GCN5L2 inh | FEN1 inhibitor | TDP1 cell CPT
COc1ccc(-c2nn3c(=O)cc(CN4CCN(S(=O)(=O)c5ccc(C)cc5)CC4)nc3s2)cc1 | -20% | 1% | 21µM*
CCCCSP1(=S)NCCCN1 | 0% | -7% | -26%
